RGS4 pot – potentiators or activators of RGS4 | AID 463111 | B-score at 10 µM | 310,000 compounds, 0.92% hits | HEK293 M3R/inducible RGS4, carbachol calcium flux Fluo4; active compounds read low;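 active = B-score of the integrated calcium signal more than 4 SD below the library mean, with starting fluorescence not abnormally high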;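 also: negative B-score means reduced calcium response which marks RGS4 activation or potentiation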
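System – HEK293 FlpIn-TREx cells, stable M3R, doxycycline-inducible RGS4 · Reagent – ECmax carbachol challenge · Times – compound preincubation 20 min at room temperature before agonist · Technique – Fluo4 fluorescence kinetic imaging of calcium · Measure – B score of integrated Fluo4 ratio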
RGS4 inh – inhibitors of human RGS4; AID 463165; P49798; B-score at 10 µM; HEK293 M3R/RGS4 inducible, Fluo-4 calcium flux; active compounds read high; triggered by carbachol at its EC20; 310,000 compounds, 0.45% hits;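 active = B-score, a plate-corrected calcium signal, over three deviations above library mean, with baseline fluorescence within five deviations of library mean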;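 also: RGS4 expression induced by doxycycline in cells with stable M3 receptor; B-score is computed from the integrated fluorescence ratio over baseline after carbachol; higher B-score means a larger calcium signal and so more RGS4 inhibition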
Target sequence (P49798 whole entry, looked up): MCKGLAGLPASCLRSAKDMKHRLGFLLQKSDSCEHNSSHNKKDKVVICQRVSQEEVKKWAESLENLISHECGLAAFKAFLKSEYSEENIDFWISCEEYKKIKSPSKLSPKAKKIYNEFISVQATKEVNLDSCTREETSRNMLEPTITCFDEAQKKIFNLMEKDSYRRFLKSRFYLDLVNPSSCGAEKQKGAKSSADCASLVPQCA
KCNK3 block – human KCNK3 channel inhibition, primary screen; O14649; CHO-KCNK3 thallium flux, FluxOR fluorescence; active compounds read low; B-score at 10 µM; 340,000 compounds, 0.84% hits;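 active = B-score under library mean minus 4 SD, starting fluorescence ratio at most library mean plus 5 SD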;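 also: more negative B-score means stronger inhibition of thallium flux through KCNK3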
Target sequence (O14649 whole entry, looked up): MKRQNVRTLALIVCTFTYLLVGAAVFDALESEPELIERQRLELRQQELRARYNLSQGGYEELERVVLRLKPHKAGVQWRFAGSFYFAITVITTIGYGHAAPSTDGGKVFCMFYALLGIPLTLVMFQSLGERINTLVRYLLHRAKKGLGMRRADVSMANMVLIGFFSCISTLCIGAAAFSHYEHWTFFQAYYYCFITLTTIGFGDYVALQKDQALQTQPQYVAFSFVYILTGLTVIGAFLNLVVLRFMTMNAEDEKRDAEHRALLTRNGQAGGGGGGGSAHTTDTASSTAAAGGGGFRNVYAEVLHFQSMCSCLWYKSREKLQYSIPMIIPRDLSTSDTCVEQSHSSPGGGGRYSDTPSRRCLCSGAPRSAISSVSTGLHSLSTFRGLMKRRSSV
ANO1 activ – activators or potentiators of mouse TMEM16A chloride channel | B-score at 10 µM | HEK293 TMEM16A/YFP-H148Q/I152L, iodide quench fluorescence; active compounds read low | AID 623877 | Q8BHY3 | 340,000 compounds, 0.3% hits;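 active = fluorescence-ratio B-score plate-corrected deviation score at least 3 library SD below zero, with starting fluorescence score within 5 deviations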;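 also: channel opened by trigger with iodide after compound preincubation; score built on the fluorescence ratio of max minus min over baseline; more negative score means more quench and so TMEM16A activation or potentiation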
KCNQ1 inh – inhibitors of human KCNQ1 potassium channel. P51787. CHO-K1 KCNQ1, FluxOR thallium flux fluorescence; active compounds read high. B-score at 10 µM. 310,000 compounds, 1.3% hits;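 active = compounds whose thallium flux B-score, printed positive for inhibition, exceeds three library SD while starting fluorescence stays within three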;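 also: channel opened by potassium depolarization with thallium stimulus after 20 min compound exposure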
SKKanGAS inh – inhibitors of SKKanGAS S. pyogenes growth in kanamycin (SK-promoter or general growth effect); BacTiter-Glo, 6 h; inhibition, % at 7.5 µM; 300,000 compounds, 1.3% hits; AID 1662;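 active = mean replicate score, as percent of positive control median, at least 50; inconclusive = mean below 50 but one replicate at or above 50; inactive = mean and every replicate below 50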;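 also: strain carries kanamycin resistance gene driven by streptokinase promoter and grows in 40 µg/ml kanamycin; loss of luminescence reflects streptokinase promoter inhibition or plain growth inhibition; 0% = median of DMSO wells and 100% = positive control at its reference dose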
hERG protect – hERG (human) protection from proarrhythmic block; activation (rescue from dofetilide block), less the hit threshold, % at 10 µM; 310,000 compounds, 0.51% hits; CHO-hERG, FluxOR thallium flux, dofetilide IC70 present; AID 1511;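 active = activation above the mean of controls blocked by dofetilide plus 5 SD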;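 also: thallium influx through hERG after potassium depolarization seen as dye fluorescence rise; in these data hits start at about 4.7%; inactives centre near -7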
HDAC3 inh – human HDAC3 inhibition; recombinant HDAC3, fluorogenic peptide/trypsin coupled, fluorescence; inhibition, % at 8.3 µM; 320,000 compounds, 0.15% hits; in the data active = inhibition above about 26%, passing the limit was not always enough; inconclusive = no clear call, values can overlap the other calls
KCNK9 block – inhibitors of human KCNK9 two-pore domain potassium channel | Q9NPC2 | HEK293 KCNK9, FluxOR thallium flux fluorescence; active compounds read low | B-score at 10 µM | 310,000 compounds, 1.2% hits;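 active = ratio B-score over 3 SD below the library mean, with starting fluorescence within 5 SD of its mean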;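 also: negative B-score means less thallium flux so channel inhibition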
Target sequence (Q9NPC2 whole entry, looked up, the tested form may be a part): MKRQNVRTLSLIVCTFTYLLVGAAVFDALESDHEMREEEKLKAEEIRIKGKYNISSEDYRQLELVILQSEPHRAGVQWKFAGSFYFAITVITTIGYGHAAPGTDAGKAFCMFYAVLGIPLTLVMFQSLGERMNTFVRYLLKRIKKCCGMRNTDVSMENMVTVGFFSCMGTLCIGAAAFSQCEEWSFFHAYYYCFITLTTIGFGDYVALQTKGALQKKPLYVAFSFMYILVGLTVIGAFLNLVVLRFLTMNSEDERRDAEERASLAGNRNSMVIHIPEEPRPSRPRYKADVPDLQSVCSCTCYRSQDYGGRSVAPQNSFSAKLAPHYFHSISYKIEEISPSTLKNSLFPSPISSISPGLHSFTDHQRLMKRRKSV
ANO1 block – blocks the mouse calcium-activated chloride channel TMEM16A | normalized B-score (activity score, 25-100; higher = stronger inhibition) at 10 µM | HEK293 TMEM16A/YFP iodide influx fluorescence, ionomycin | AID 588511 | 310,000 compounds, 1.2% hits;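 active = ratio plate-corrected score three or more library SD toward inhibition, starting fluorescence score within five deviations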;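 also: score derived from kinetic fluorescence span divided by baseline fluorescence per well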
KCNQ1 act – potentiators or activators of human KCNQ1 potassium channel; P51787; CHO-K1 KCNQ1, thallium flux FluxOR fluorescence; active compounds read high; B-score at 10 µM; 310,000 compounds, 0.35% hits; AID 2648;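 active = fluorescence ratio B-score, a plate-corrected score, at least three library SD, with initial intensity B-score within 5 SD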
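Assay system: CHO-K1 cells stably expressing KCNQ1. Medium: assay buffer for compound exposure, DMSO matched across wells. Timing: 37 °C overnight plating, 90-min dark dye load, 20-min compound pretreatment. Signal: kinetic FluxOR fluorescence, 10 s baseline plus 110 s post-stimulus.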
Active calls of the source: *; i = inactive; ? = inconclusive; · = not tested or not shown.

nr | SMILES | RGS4 pot | RGS4 inh | KCNK3 block | ANO1 activ | KCNQ1 inh | SKKanGAS inh | hERG protect | HDAC3 inh | KCNK9 block | ANO1 block | KCNQ1 act
1 | O=c1[nH]c2ccccc2c(O)c1-c1ccccc1[N+](=O)[O-] | i | i | i | i | i | 0 | -7 | 2 | i | i | i
2 | Cc1cc(OCC(=O)N2CCCC2)ccc1Cl | i | i | i | i | i | 0 | -7 | -9 | i | i | i
3 | COc1ccc(Oc2nc3c(C)cccn3c(=O)c2/C=C(\C#N)C(N)=O)cc1 | i | i | i | i | i | -7 | -12 | -25 | i | i | i
4 | COc1cccc(C(=O)Nc2ccc(N3CCN(C(=O)c4cccs4)CC3)cc2)c1 | i | i | i | i | i | -1 | -6 | -1 | i | i | i
5 | O=[N+]([O-])c1ccc(Cl)c(/C=N/n2c(-c3ccncc3)n[nH]c2=S)c1 | i | i | i | i | i | 1 | -15 | 0 | i | i | i
6 | Cn1c(NC(=O)c2ccc(F)cc2)c(-c2cccs2)c(=O)c2ccccc21 | i | i | i | i | i | 2 | -12 | 3 | i | i | i
7 | CC1CCN(S(=O)(=O)c2ccccc2)CC1 | i | i | i | i | i | 10 | -7 | -4 | i | i | i
8 | OCCN(Cc1ccccc1)Cc1ccccc1F | i | i | i | i | i | -6 | -11 | -1 | i | i | i
9 | C(=N\NC1=Nc2cccc3cccc1c23)/c1ccccc1 | i | i | i | i | i | -8 | -10 | -1 | i | i | i
10 | O=C(O)c1cn(-c2ccccc2)nc1-c1ccncc1 | i | i | i | i | i | 6 | 3 | -4 | i | i | i
11 | COC(=O)CCCC1=CC2=CC(=O)C(C)(OC(=O)c3ccco3)C(=O)C2=CO1 (stereo not drawn) | i | i | · | · | i | 6 | -8 | -4 | i | i | i
12 | Cc1nc2ccc(F)cc2cc1C(=O)NC(C)C | i | i | i | i | i | -9 | -10 | 4 | i | 100* | i
13 | [S-]C(=Nc1ccc(Cl)cc1)N[n+]1ccccc1 | i | i | i | i | i | -1 | -7 | -1 | i | i | i
14 | CC1CN(C(=O)CCNS(=O)(=O)c2ccc(Br)cc2)CC(C)O1 (stereo not drawn) | i | i | i | i | i | 15 | -15 | 4 | i | i | i
15 | O=C(N=C1c2ccccc2CN1c1ccc(F)cc1)c1ccc(Cl)nc1 | i | i | i | i | i | 9 | -5 | 0 | i | i | i
16 | CCOC(=O)c1cc(NC(=O)C2C3C=CC(O3)C2C(=O)O)cc(C(=O)OCC)c1 (stereo not drawn) | i | i | i | i | i | 0 | -10 | -5 | i | i | i
17 | O=C(NCc1ccc(F)cc1)C1CCN(S(=O)(=O)c2ccc(Br)s2)CC1 | i | i | i | i | i | -5 | -11 | -7 | i | i | i
18 | CC(C)Oc1cccc(C(=O)C2CCCN(C(=O)CCc3cnn(C)c3)C2)c1 (stereo not drawn) | i | i | i | i | i | 37 | -7 | 5 | i | i | i
19 | Cc1ccc2c(c1)N(CC(=O)N1CCCCCC1)C(=O)c1cccnc1O2 | i | i | i | i | i | -4 | -12 | 6 | i | i | i
20 | C[C@H](NC(=O)[C@@H]1CSC2c3ccccc3C(=O)N21)C(=O)NC1CCCC1 (stereo partly drawn) | i | i | i | i | i | 1 | -4 | -1 | i | i | i
21 | O=C(CCCSc1ccccc1)Nc1nc(-c2ccco2)c(-c2ccco2)s1 | i | i | i | i | i | 27 | -6 | -1 | i | i | i
22 | Cc1ccccc1S(=O)(=O)/N=C(/Nc1c(C)n(C)n(-c2ccccc2)c1=O)c1ccccc1 | i | i | i | i | i | -2 | -9 | -1 | i | i | i
23 | CC(C)C[C@H](NC(=O)c1nc[nH]c1C(=O)N1CCc2ccccc2C1)C(=O)OCc1ccccc1 | i | i | i | i | i | ? | -8 | 14 | i | i | i
24 | COc1cccc(N2CC(NS(=O)(=O)c3ccc4ccccc4c3)CC2=O)c1 (stereo not drawn) | i | i | i | i | i | -10 | -17 | 5 | i | i | i
25 | COC(=O)c1cc(=O)n(Cc2ccccc2)c(=NCc2ccccc2)s1 | i | i | · | · | i | -14 | -8 | -5 | i | i | i
26 | CCCCC/C=N/NC(=O)c1[nH]c2ccc([N+](=O)[O-])cc2c1C | i | i | i | i | i | 3 | -15 | 10 | i | i | i
27 | CCCCCNC(=O)Cc1ccc(OC)cc1 | i | i | i | i | i | 0 | -1 | -10 | i | i | i
28 | C/C(=N\Nc1ccccn1)c1ccc(Br)s1 | i | i | i | i | i | 7 | -6 | 9 | i | i | i
29 | COc1ccc(C(=O)Nc2ccc(S(=O)(=O)NC(C)=O)cc2)cc1 | i | i | i | i | i | -5 | -8 | 0 | i | i | i
30 | Cc1ccc(-c2cc(C(=O)NCc3cnn(C)c3C)c3cc(Br)ccc3n2)cc1 | i | i | i | i | i | 19 | -9 | 8 | i | i | i
31 | COCCOC(=O)C1=C(C)NC2=C(C(=O)CC(C)(C)C2)C1c1ccc2c(c1)OCO2 (stereo not drawn) | i | i | i | i | i | -1 | -8 | 6 | i | i | i
32 | CCOC(=O)CSc1nc2c(c(=O)n(C)c(=O)n2C)n1CCCc1ccccc1 | i | i | i | i | i | 12 | -8 | · | i | · | i
33 | Cc1ccc2nc(Nc3ncc4c(n3)CC(C)(C)CC4=O)nc(C)c2c1 | i | i | i | i | i | -3 | -12 | · | i | i | i
34 | CCOC(=O)c1cc2c(=O)[nH]ccc2nc1C | i | i | i | i | i | -1 | -8 | -60 | i | i | i
35 | CC1(C)OC(=O)C(=C2CCCN2)C(=O)O1 | i | i | i | i | i | -7 | -6 | -5 | i | i | i
36 | O=C(NCc1cccs1)C1CCN(S(=O)(=O)c2cccc3nsnc23)CC1 | i | i | i | i | i | -3 | -4 | 13 | i | i | i
37 | COCCn1c(SCC(=O)c2ccc3c(c2)OCCO3)nnc1-c1ccoc1C | i | i | i | i | i | 1 | -10 | 6 | i | i | i
38 | Cn1c(=O)c2c(ncn2CC(=O)Nc2ccc(Cl)cc2Cl)n(C)c1=O | i | i | i | i | i | -5 | -6 | 0 | i | i | i
39 | O=S(=O)(c1cc(Br)ccc1Br)N1CCCCCC1 | i | i | -11* | i | i | 13 | -4 | 1 | i | 25* | i
40 | CC(/C=C/c1ccccc1)=N/NC(=O)c1cccc(Br)c1 | i | i | i | i | i | 87* | -5 | 10 | i | i | i
41 | O=C(Nc1ccc(-n2cnnn2)cc1)C1CCCN1C(=O)NC1CCCCC1 (stereo not drawn) | i | i | i | i | i | -2 | -12 | 1 | i | i | i
42 | COc1ccccc1NS(=O)(=O)c1ccc(C)c(C(=O)NCCCN2CCCC2=O)c1 | i | i | i | i | i | -8 | -12 | · | i | i | i
43 | CCOC(=O)c1nc(C)[nH]c1C(=O)OCC | i | i | i | i | i | 1 | -8 | -3 | i | i | i
44 | CSc1ccccc1OCc1cc(C(=O)NC(C)Cc2cccc(C)n2)no1 (stereo not drawn) | i | i | i | i | i | 29 | -8 | -4 | i | i | i
45 | N#Cc1c(NC(=O)CSc2nnc(-c3ccccc3)o2)sc2c1CCCC2 | i | i | i | i | i | 7 | -7 | 5 | i | i | i
46 | O=C(Cc1cccs1)NCCn1ccc2ccccc21 | i | i | i | i | i | 0 | -12 | · | i | i | i
47 | O=C(Nc1ccc(Cl)cc1)C1CCC(=O)N1Cc1ccccc1Cl (stereo not drawn) | i | i | i | i | i | -5 | -3 | -3 | i | i | i
48 | Cc1cccc(NC(=O)CSc2nccn2Cc2ccco2)c1C | i | i | i | i | i | 2 | -13 | 2 | i | i | i
49 | Cc1nc(SCc2cccc(F)c2)[nH]c(=O)c1C#N | i | i | i | i | i | 3 | -10 | 4 | i | i | i
50 | CC(=O)Nc1ccc(S(=O)(=O)NNC(=O)NC23CC4CC(CC(C4)C2)C3)cc1 | i | i | i | i | i | -6 | -13 | 1 | i | i | i
51 | COc1ccc(Cl)cc1NC(=O)CN1c2ccccc2CC1C (stereo not drawn) | i | i | i | i | i | · | -29 | -1 | i | i | i
52 | Nc1nnc(SCc2cn3cc(Cl)ccc3n2)s1 | i | i | i | i | i | 2 | -7 | 3 | i | i | i
53 | COc1cc(/C=C2\SC(=Nc3ccccc3)NC2=O)cc(Cl)c1O | i | i | i | i | i | 27 | -1 | ? | i | i | i
54 | CC1CC(C)CN(CC(=O)N2CCCc3c2c(=O)oc2ccc(OCc4ccccc4)cc32)C1 (stereo not drawn) | i | i | i | i | 9* | 1 | -14 | ? | i | i | i
55 | COC(=O)c1cnc2c(c1C(=O)OC)c(=O)n(C)c(=O)n2C | i | i | i | i | i | -6 | 0 | -7 | i | i | i
56 | Cc1ccc(-c2nnc(NCc3nc4ccccc4[nH]3)c3ccccc23)cc1S(=O)(=O)N(C)C | i | i | i | i | i | 21 | -5 | 6 | i | i | i
57 | O=c1c2ccccc2nnn1CSc1ccc2c(c1)OCCO2 | i | i | i | i | i | 4 | -6 | -3 | i | i | i
58 | COC(=O)C1=C(C)NC(=O)NC1c1ccc2ccccc2c1 (stereo not drawn) | i | i | i | i | i | 5 | -7 | 1 | i | i | i
59 | c1ccc(Cn2cc(CN3CCCCO3)c(-c3ccc4c(c3)OCO4)n2)cc1 | i | i | i | i | i | 4 | -11 | 6 | i | i | i
60 | COc1ccc(-c2ccnc3[nH]n(-c4ccccc4)c(=O)c23)cc1 | i | i | i | i | i | 8 | -9 | 0 | i | i | i

Continuation.
nr | SMILES | RGS4 pot | RGS4 inh | KCNK3 block | ANO1 activ | KCNQ1 inh | SKKanGAS inh | hERG protect | HDAC3 inh | KCNK9 block | ANO1 block | KCNQ1 act
61 | CC(=O)NS(=O)(=O)c1ccc(NC(=O)CC23CC4CC(CC(Br)(C4)C2)C3)cc1 | i | i | i | i | i | -7 | -5 | 4 | i | i | i
62 | COc1cc(CN2CCN(c3cccc(Cl)c3)CC2)cc(OC)c1OC | i | i | i | i | i | 6 | -9 | -5 | i | i | i
63 | Cc1nn2c3ccccc3n(CC(=O)c3cccs3)c2nc1=O | i | i | i | i | i | 1 | -10 | -8 | i | i | i
64 | CC(C)NC(=S)Nc1ccc(S(=O)(=O)Nc2ncccn2)cc1 | i | i | i | i | i | -3 | -9 | -2 | i | i | i
65 | COc1cnn(-c2ccc(C)cc2)c(=O)c1SCc1ccccc1 | i | i | i | i | i | 2 | -2 | 10 | i | i | i
66 | Cc1ccc(/C=N/NC(=O)c2nnn(-c3nonc3N)c2CN(C)C)s1 | i | i | i | i | i | 2 | -4 | 1 | i | i | i
